# Bioassay records deposited in PubChem by University of Kansas High Throughput Screening Laboratory.
# mHTT CaM bind: disrupts binding of mutant huntingtin to calmodulin; P42858; AlphaScreen His-mHTT/GST-CaM binding, luminescence; inhibition, % at 15 µM; 190,000 tested, 3.6% active; AID 1671202;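 note: 0% = both proteins with DMSO and 100% = one protein alone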
# Target sequence (P42858 whole entry, looked up, stated change not applied): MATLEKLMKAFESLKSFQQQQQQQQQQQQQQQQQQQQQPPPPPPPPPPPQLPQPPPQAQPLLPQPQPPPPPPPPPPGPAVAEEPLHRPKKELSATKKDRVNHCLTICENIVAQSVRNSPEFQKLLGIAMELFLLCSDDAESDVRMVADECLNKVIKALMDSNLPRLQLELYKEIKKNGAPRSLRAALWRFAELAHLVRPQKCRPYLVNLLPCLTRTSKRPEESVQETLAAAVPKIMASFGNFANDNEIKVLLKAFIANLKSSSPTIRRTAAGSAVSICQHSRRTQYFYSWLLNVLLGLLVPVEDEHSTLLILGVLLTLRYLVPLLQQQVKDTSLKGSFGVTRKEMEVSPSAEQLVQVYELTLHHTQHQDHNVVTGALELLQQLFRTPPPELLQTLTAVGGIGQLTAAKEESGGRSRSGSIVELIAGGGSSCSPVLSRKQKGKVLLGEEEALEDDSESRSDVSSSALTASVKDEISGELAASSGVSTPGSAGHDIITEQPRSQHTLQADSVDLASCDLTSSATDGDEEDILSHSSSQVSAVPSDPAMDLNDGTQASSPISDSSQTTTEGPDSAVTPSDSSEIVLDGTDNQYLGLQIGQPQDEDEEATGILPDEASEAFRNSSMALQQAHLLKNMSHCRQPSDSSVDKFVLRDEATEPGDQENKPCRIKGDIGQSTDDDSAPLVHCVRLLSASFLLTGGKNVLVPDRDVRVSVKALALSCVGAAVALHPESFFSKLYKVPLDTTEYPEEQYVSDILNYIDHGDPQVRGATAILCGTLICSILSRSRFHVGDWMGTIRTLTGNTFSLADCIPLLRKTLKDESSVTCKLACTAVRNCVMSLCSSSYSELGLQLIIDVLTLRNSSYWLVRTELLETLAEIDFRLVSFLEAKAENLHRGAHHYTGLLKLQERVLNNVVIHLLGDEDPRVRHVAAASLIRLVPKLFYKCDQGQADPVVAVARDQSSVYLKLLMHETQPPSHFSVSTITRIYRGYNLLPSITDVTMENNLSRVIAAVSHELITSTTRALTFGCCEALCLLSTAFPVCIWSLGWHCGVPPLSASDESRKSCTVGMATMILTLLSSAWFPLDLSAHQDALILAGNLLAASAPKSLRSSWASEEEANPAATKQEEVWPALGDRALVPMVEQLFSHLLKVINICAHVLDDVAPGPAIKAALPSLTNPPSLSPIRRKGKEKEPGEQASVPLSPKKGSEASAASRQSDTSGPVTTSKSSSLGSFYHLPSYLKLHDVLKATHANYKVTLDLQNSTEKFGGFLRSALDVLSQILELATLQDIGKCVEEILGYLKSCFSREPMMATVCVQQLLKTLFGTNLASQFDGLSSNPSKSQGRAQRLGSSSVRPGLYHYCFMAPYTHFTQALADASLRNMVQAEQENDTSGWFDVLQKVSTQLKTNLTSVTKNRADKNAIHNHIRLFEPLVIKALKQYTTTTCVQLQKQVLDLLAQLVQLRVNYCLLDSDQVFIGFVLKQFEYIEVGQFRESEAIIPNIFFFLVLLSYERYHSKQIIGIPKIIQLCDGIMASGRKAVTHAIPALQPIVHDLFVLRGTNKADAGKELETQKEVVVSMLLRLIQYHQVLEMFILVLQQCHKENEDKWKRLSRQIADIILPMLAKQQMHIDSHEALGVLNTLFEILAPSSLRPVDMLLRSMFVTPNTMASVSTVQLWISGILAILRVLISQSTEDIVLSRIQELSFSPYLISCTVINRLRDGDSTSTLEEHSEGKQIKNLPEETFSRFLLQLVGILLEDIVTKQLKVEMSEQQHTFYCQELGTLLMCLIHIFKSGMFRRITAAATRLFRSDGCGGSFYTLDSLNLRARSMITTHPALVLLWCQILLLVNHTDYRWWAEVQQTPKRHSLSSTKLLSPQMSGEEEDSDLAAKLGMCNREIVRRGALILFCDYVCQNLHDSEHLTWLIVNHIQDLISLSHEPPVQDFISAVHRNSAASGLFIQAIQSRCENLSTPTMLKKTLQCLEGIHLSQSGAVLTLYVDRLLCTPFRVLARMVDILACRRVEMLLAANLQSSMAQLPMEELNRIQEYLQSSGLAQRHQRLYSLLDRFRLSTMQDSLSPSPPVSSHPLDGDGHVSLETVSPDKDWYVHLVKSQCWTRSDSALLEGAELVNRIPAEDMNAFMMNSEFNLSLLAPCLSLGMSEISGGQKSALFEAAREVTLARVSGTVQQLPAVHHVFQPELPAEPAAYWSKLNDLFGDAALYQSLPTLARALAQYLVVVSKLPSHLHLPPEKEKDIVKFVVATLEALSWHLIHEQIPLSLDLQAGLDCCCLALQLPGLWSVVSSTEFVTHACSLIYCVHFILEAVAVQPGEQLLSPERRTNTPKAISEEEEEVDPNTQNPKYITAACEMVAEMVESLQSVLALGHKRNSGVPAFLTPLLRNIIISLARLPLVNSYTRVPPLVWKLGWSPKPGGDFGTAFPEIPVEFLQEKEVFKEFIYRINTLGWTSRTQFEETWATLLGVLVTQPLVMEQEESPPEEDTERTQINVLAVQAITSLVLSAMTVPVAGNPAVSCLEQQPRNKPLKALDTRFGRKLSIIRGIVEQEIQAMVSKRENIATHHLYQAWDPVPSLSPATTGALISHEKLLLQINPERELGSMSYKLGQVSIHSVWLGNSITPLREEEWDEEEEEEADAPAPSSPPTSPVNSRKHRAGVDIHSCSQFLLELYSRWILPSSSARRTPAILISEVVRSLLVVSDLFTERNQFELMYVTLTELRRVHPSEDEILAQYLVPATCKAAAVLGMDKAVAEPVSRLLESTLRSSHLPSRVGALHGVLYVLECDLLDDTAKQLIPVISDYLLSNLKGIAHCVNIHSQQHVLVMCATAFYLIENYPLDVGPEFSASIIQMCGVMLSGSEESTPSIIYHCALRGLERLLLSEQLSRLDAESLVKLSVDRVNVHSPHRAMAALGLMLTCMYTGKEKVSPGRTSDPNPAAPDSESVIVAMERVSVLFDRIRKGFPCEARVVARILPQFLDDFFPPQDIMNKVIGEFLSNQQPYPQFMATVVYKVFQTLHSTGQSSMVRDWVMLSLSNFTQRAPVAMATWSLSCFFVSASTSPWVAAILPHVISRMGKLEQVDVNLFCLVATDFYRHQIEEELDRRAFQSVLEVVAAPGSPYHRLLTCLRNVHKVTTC
# Pf apPOL inh: Pf-apPOL DNA polymerase inhibition; 210,000 tested, 0.25% active; inhibition, % at 10 µM; Recombinant Pf-apPOL, molecular beacon fluorescence, 1.5 h; AID 1794808
# * hit, by the source's call; i = inactive; . = no result given; & = joins results of further samples. Cut-off read from the data, not from the text of the source: active = inhibition above about 50%; inactive = the rest. Compounds were not picked by outcome; about 3.6% have a hit in one of these screens.
SMILES,mHTT CaM bind,Pf apPOL inh
CCc1ccc(C(=O)Nc2ccc3c(N4CCCC4)ncnc3c2)cc1,12.8,-14.0
CCN1CCN(c2nc(-c3ccccc3O)nc3ccccc23)CC1,7.4,1.5
COc1cc(C=O)ccc1OCCOc1cc(Cl)ccc1Cl,-15.0,-8.7
O=[N+]([O-])c1cccc(C2Nc3ccccc3-c3nc4ccccc4n32)c1 (stereo not drawn),32.0,-29.8
O=C(NCCN1CCN(S(=O)(=O)c2ccc(C(F)(F)F)cc2)CC1)c1ccsc1,-9.3,-3.7
CC1CCN(C(=O)c2c[nH]c3ccc(S(=O)(=O)N4CCc5ccccc54)cc3c2=O)CC1,25.0,-7.5
CCC(C)NC(=O)c1nn(-c2ccccc2OC)c(=O)c2ccccc12 (stereo not drawn),-5.0,7.0
CCC(=O)Nc1c2c(nn1-c1ccc(C)cc1C)CS(=O)(=O)C2,2.0,-8.6
CN1C(=O)Cc2ccccc2C1C(=O)NCc1ccc(F)cc1 (stereo not drawn),2.2,4.1
Cc1ccccc1S(=O)(=O)N1CCC(c2nc(CNC(=O)C3CC3)cs2)CC1,11.3,-2.1
O=C(c1ccc(C(F)(F)F)cc1)n1nccc1-c1cc(-c2ccccc2)no1,.,-4.4
O=C(Nc1ccccc1F)C(=O)NC1CCCC1,-4.0,9.5
O=S(=O)(N=C(Nc1ccccn1)c1ccccc1)c1ccc(Br)cc1,-1.0,5.6
O=C(O)c1ccc(N2CCCCC2)cc1,-5.1,-5.0
COc1ccc(Br)cc1CN1CCc2ccccc2C1,-21.8,-6.6
Cc1cc(I)ccc1NC(=O)C1CC2CCC1C2 (stereo not drawn),-15.7,-8.0
Cc1onc(-c2ccccc2Cl)c1C(=O)N1CCOCC1,-3.8,-8.7
O=c1oc2cc(O)ccc2cc1-c1nnc(Nc2c(F)cccc2F)s1,-39.0,-6.9
Cn1cnc2ccc(-c3noc(-c4ccc(F)c(F)c4)n3)cc21,-4.9,-2.6
CCC1CCCCN1Cc1ccc(OC)c(C)c1 (stereo not drawn),-5.0,-1.9
COc1cc(C2CC(=O)Nc3n[nH]c(C)c32)ccc1OCc1ccc(Cl)cc1 (stereo not drawn),1.7,-1.6
CCOc1ccccc1NC(C)=O,3.2,1.2
CN(Cc1ccccc1)S(=O)(=O)c1ccc(F)c(C(=O)Nc2ccc(F)cc2)c1,-6.0,28.5
N#CC1=C(N)C(C#N)(C#N)C(c2cccnc2)C2CSCC=C12 (stereo not drawn),8.0,2.3
CC1Cc2nc(SCC(=O)Nc3nccs3)n(C)c(=O)c2S1 (stereo not drawn),8.0,-6.1
Cc1ccc(C(=O)NCC(=O)N2CCCc3ccccc32)c(C)c1,-3.5,-4.2
O=C(CSc1nnc(-c2ccncc2)o1)Nc1nccs1,4.0,-6.4
CCN1CCN(C2CCN(C(=O)c3cc(C)cc(C)c3)CC2)C1=O,95.5*,-1.8
CCCC(=O)Nc1ccc(Cc2ccncc2)cc1,6.1,0.9
COc1ccc([N+](=O)[O-])cc1NC(=O)c1ccccc1F,-5.5,-3.3
CC(C(=O)NCc1ccccn1)N(c1ccccc1)S(C)(=O)=O (stereo not drawn),9.0&-3.5,-3.7&-0.3
COc1ccc(/C=C2/C=C(c3ccccc3)OC2=O)cc1OC,37.0,0.3
O=C(CC1CCCC1)N1CCCCC1c1nncn1CC1CC1 (stereo not drawn),0.3,-0.1
COCCNC(=O)c1c[nH]c2ccc(S(=O)(=O)N(C)c3ccc(Cl)cc3F)cc2c1=O,17.0,-1.7
COc1cc(C(=O)Nc2nccs2)cc(OC)c1OC,6.7,-8.8
CCCCC(=O)Nc1c(-c2ccc(C)cc2)nc2ccc(C)cn12,18.9,17.5
COc1ccc(CCNC(=O)C2=C(C)C(=O)OC23CCCCCC3)cc1OC,-6.6,-1.2
CC1(C)CC(=O)C=C(Sc2nc3ccccc3o2)C1,.,-9.2
COc1ccc(-c2nnc(C)c(N3CCC(C)CC3)n2)cc1,8.1,-2.0
CCn1c2c(c3cc([N+](=O)[O-])ccc31)CCCC2=O,-0.5,-5.0

# Reprinted from the part before: seven entries, then new ones.
SMILES,mHTT CaM bind,Pf apPOL inh
COCCNC(=O)c1c[nH]c2ccc(S(=O)(=O)N(C)c3ccc(Cl)cc3F)cc2c1=O,17.0,-1.7
COc1cc(C(=O)Nc2nccs2)cc(OC)c1OC,6.7,-8.8
CCCCC(=O)Nc1c(-c2ccc(C)cc2)nc2ccc(C)cn12,18.9,17.5
COc1ccc(CCNC(=O)C2=C(C)C(=O)OC23CCCCCC3)cc1OC,-6.6,-1.2
CC1(C)CC(=O)C=C(Sc2nc3ccccc3o2)C1,.,-9.2
COc1ccc(-c2nnc(C)c(N3CCC(C)CC3)n2)cc1,8.1,-2.0
CCn1c2c(c3cc([N+](=O)[O-])ccc31)CCCC2=O,-0.5,-5.0
Cc1csc2nc(CSc3nc4ccccc4o3)c(Cl)n12,-7.0,-0.7
COc1ccc(-n2nnnc2CNC(=O)c2ccccc2SC(F)F)cc1,-5.3,-1.9
NC(=O)C1CCN(C(=O)C=CC(=O)O)CC1,.,-6.5
COc1ccc(-c2nnc(N3CCC(C(=O)NCCN(C)C)CC3)o2)cc1,-0.8,-2.6
Cc1cc(C)cc(NC(=O)CSc2nnc(CNC(=O)c3c(F)cccc3Cl)o2)c1,-1.0,-1.1
O=C(C1CCCCC1)N1C[C@H](O)[C@@H](n2cc(C3CC3)nn2)C[C@@H]1c1ccc(Cl)cc1,11.4,-7.2
O=C1C(=O)N(c2nccs2)C(c2ccccc2F)C1=C(O)c1ccccc1 (stereo not drawn),7.3,-20.9
Cc1ccc(NC(=O)Cn2c(=O)n(-c3ccc(F)cc3)c(=O)c3sccc32)cc1,2.0,-2.0
CCCS(CCC)=C(C(N)=O)[N+](=O)[O-],-2.3,-9.5
CCc1ncc(C(=O)N(C)C)c(-c2ccccc2)n1,-12.0,2.4
COc1cccc(C2=CC(=O)C(C(C)(C)C)N2C(C)(C)C)c1 (stereo not drawn),-1.2,-3.3
O=C(c1ccco1)N1CCc2c(nc3cc(-c4ccccc4Cl)[nH]n3c2=O)C1,1.2,-0.3
COc1ccc(NC(=O)CN(c2cc(Cl)ccc2Cl)S(C)(=O)=O)cc1OC,8.7,-0.9
Cc1ccc(CNC(=O)N2CCc3c(nc(-c4ccc(F)cc4)[nH]c3=O)C2)cc1,-3.1,2.2
CCOC(=O)N1CCC(NC(=O)Nc2ccc(C)c(Cl)c2)CC1,.,7.2
CCN(CCNS(=O)(=O)c1cc(Br)cc2c1N(C(C)=O)CC2)c1ccccc1,0.0,-4.4
C=CCN1C(=O)C(O)(CC(=O)c2ccc(OC)c(OC)c2)c2ccccc21 (stereo not drawn),21.4,26.0
Cc1ccc(O)c(CCc2ccccc2)n1,-10.2,-0.8
COc1cccc(NC(=O)c2cccc(N3CCNC(c4ccccc4)C3)n2)c1 (stereo not drawn),15.8,-6.5
CCN1CCN(CC(=O)N2N=C(c3ccc(F)cc3)CC2c2cccn2C)CC1 (stereo not drawn),98.4*,-4.0

# Six entries already listed, sorted by number of heavy atoms, largest number first.
SMILES,mHTT CaM bind,Pf apPOL inh
O=C(C1CCCCC1)N1C[C@H](O)[C@@H](n2cc(C3CC3)nn2)C[C@@H]1c1ccc(Cl)cc1,11.4,-7.2
Cc1ccc(NC(=O)Cn2c(=O)n(-c3ccc(F)cc3)c(=O)c3sccc32)cc1,2.0,-2.0
COc1ccc(-n2nnnc2CNC(=O)c2ccccc2SC(F)F)cc1,-5.3,-1.9
CCOC(=O)N1CCC(NC(=O)Nc2ccc(C)c(Cl)c2)CC1,.,7.2
COc1cccc(C2=CC(=O)C(C(C)(C)C)N2C(C)(C)C)c1 (stereo not drawn),-1.2,-3.3
NC(=O)C1CCN(C(=O)C=CC(=O)O)CC1,.,-6.5

# Additional records.
SMILES,mHTT CaM bind,Pf apPOL inh
CC1CCCCN1CCCNC(=O)C1CCN(c2nc3ccccc3o2)CC1 (stereo not drawn),15.0,-12.9
Cc1ccc(C)n1-c1c(C(=O)N(C)C)sc2ncccc12,15.5,-4.8
O=C(C[n+]1ccc(/C=N/O)cc1)Nc1ccc(C(=O)O)cc1,i,-0.3
Cc1oc(C(=O)O)cc1CSC(C)C(=O)O (stereo not drawn),-2.1,.
COc1cccc(OC)c1C(=O)Nc1c(C(C)C)cccc1C(C)C,1.4,-38.7
CC1CCCCC1NC(=O)C1CCC(=O)N1C(C)C (stereo not drawn),8.0,-15.6
O=C(c1ccc(OCC2CCCN2C(=O)Cc2ccccc2F)cc1)N1CCOCC1 (stereo not drawn),4.9,7.1
CCOc1ccc(-c2nc(C(=O)N3CCOCC3)cs2)cc1OC,2.8,-2.2
O=C(NN1C(=O)c2ccccc2C1=O)c1cccc(NC(=O)c2cccs2)c1,9.9,-0.1
O=C1CC(N2CCCCC2)C(=O)N1c1cccc(Cl)c1 (stereo not drawn),-0.5,-7.6
Cc1c(C(=O)Nc2ccc3oc(-c4cccc(F)c4)nc3c2)cccc1[N+](=O)[O-],-6.0,-17.1
O=[N+]([O-])c1cc(C=NN2CCOCC2)cs1,.,2.8
Cc1ccc(F)cc1NC(=O)Cn1ccc2ccn(C)c2c1=O,1.7,-3.3
O=C(Nc1nccs1)c1cc2cc(Br)ccc2oc1=Nc1ccccc1,0.0,-1.2
CC(=O)Nc1ccc(S(=O)(=O)Nc2ccc(CSc3ccccc3)cc2C)cc1,24.7,-1.5
C=CCc1ccccc1OCC(N)=O,-6.6,2.2
CC1(OC(=O)C=Cc2ccccc2)CC(O)C2(O)C=COC(OC3OC(CO)C(O)C(O)C3O)C12 (stereo not drawn),.,-5.6
COC(=O)c1ccccc1-c1c2ccc(=N)cc-2oc2cc(N)ccc12,-30.8,i
CCC(=O)Nc1ccc2c(c1)C(N(CC)CC)=Nc1ccccc1O2,7.0,5.8
O=C(O)c1ccncc1-c1nc2ccccc2s1,0.0&-5.2,-8.3&-0.6
Cc1ccc(-n2nc3c(c2NC(=O)C2CCCCC2)CS(=O)(=O)C3)c(C)c1,1.0,-0.1
CCOC(=O)Nc1nc(-c2ccccc2)c(C)s1,-3.2,-1.4
Cc1ccc(NC(=O)CN2C(=O)C3(OCCCO3)c3ccccc32)cc1C,20.0,-6.8
Clc1ccc2c(c1)C1CC(c3ccccc3)=NN1CO2 (stereo not drawn),7.0,-7.3
COc1ccc(NC(=O)c2cc3c(n2C)CCN(Cc2cccc(C)c2)C3)c(OC)c1,63.4*,-0.6
Cc1cc(C)c(C)c(S(=O)(=O)N2CCCC2c2nc(-c3ccccc3)no2)c1C (stereo not drawn),1.4,2.0
COc1cccc(OCC(=O)O/N=C(\N)c2ccncc2)c1,i,-7.1
COc1ccc2nc3sc(C(=O)N(C)Cc4ccccc4)cc3cc2c1,-3.0,0.7
COc1cc2c(cc1NC(=O)c1cccs1)CCCC2,-11.1,7.0
CC1(C)CC(=O)C2=C(C1)NC(=O)CC2c1ccc(Cl)cc1 (stereo not drawn),2.0,2.1
O=[N+]([O-])c1cccc(C2CC(c3cc(Br)ccc3F)n3ncnc3N2)c1 (stereo not drawn),14.0,-15.4
COCc1cc(=O)n2[nH]c(Cc3ccccc3)c(-c3ccc(OC)cc3)c2n1,7.9,2.7
COC(=O)CCNc1n[nH]c(=O)[nH]c1=O,-8.3,.
OCC(Br)C12CC3CC(CC(C3)C1)C2 (stereo not drawn),-9.0,6.2
CCC(C)NC(=O)C1CCN(c2cccc(C)c2C)C1=O (stereo not drawn),1.0,-1.1
COC(=O)[C@H]1N[C@@H]([C@@H](NC(=O)COc2ccccc2)C(=O)NCc2ccsc2)SC1(C)C,-3.1,-0.2
O=C(COc1ccccc1)NCCc1nc2ccccc2[nH]1,4.8,-2.3
COc1cccc(C(=O)N2CCCN(c3ncccc3-c3nc(C)no3)CC2)c1,-1.9,-6.1
CCn1c(C2CCN(C(=O)Nc3cccc(C)c3)C2)nc2cccnc21 (stereo not drawn),-3.5,1.1
COc1ccc2c(c1)NC1(CCN(C(=O)COc3cccc(C)c3)CC1)c1cccn1-2,84.9*,-8.8
N#Cc1c(-c2ccco2)cc(C2CC2)nc1SCC(=O)c1ccccc1,-4.0,3.2
COc1cccc(-c2nc(C3CCN(S(=O)(=O)c4ccc(C)c(C)c4)CC3)no2)c1,1.4,2.3
Cc1cc(=O)[nH]c(SCc2nc3ncccn3c2Br)n1,4.0,3.8
CC(C)(C)C(O)Cn1c(=N)n(CCN2CCCCC2)c2ccccc21 (stereo not drawn),5.5,-4.7
COc1cccc(CNC(=O)N2CCCC2c2ccccc2C)c1 (stereo not drawn),-4.6,-5.6
Cc1ccc(CN2C=CCCS2(=O)=O)cc1,-2.9,6.9
O=C1Cc2ccccc2C(c2cccc(Br)c2)N1 (stereo not drawn),-6.0,1.4
CC(C)NC(=O)C1CCN(c2ncccc2-c2nc(-c3cccc(F)c3)no2)CC1,-1.6,0.4
COc1cccc2cc(C(=O)NC3CNC(=O)C3)oc12 (stereo not drawn),-10.4,-6.3
Cc1oc(C2CCN(C(=O)c3cccc(N(C)C)c3)CC2)nc1C(=O)N1CCCCC1,-3.9,5.9
C#CCOc1ccccc1C1C2=C(CC(C)(C)CC2=O)N(C)C2=C1C(=O)CC(C)(C)C2,9.0,-4.3
O=C(O)C1CC=CCC1C(=O)NCc1ccncc1 (stereo not drawn),2.0,6.8
CSc1ccc(C2C(C#N)=C(N)Oc3nc(C)[nH]c(=O)c32)cc1 (stereo not drawn),1.2,-2.1
CC(=O)Nc1ccc(S(=O)(=O)Nc2ccc3c(c2)OCCO3)cc1,.,-3.9
COc1ccc(C2=N/C(=C\c3cccc([N+](=O)[O-])c3)C(=O)O2)cc1,-4.0,-5.9
O=C/C(=C\O)c1ccncn1,0.3,.
COc1ccc(C2=C/C(=C\c3cccc(Br)c3)C(=O)O2)c(OC)c1,-7.0,5.0
Cn1c(COc2ccccc2)nc2ccccc21,-6.7,.

# An excerpt of these results, with two lines to a compound:
# Sequence of screens: mHTT CaM bind, Pf apPOL inh
- C#CCOc1ccccc1C1C2=C(CC(C)(C)CC2=O)N(C)C2=C1C(=O)CC(C)(C)C2
 : 9.0, -4.3
- COc1cccc(-c2nc(C3CCN(S(=O)(=O)c4ccc(C)c(C)c4)CC3)no2)c1
 : 1.4, 2.3
